Pf gamet viab: late stage P. falciparum gametocyte viability inhibitors, primary screen, ATP luminescence, HTS | P. falciparum stage V gametocytes, 24 h | inhibition, % at 10.9 µM | 150,000 compounds, 0.065% hits | AID 743093, 2013;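 active = inhibition above the mean plus 3 SD of compounds within the control limits, set per campaign, cut at about 38% in these data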;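 note: 0% = DMSO wells and 100% = medium only without gametocytes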
Rab7 wt modul: modulators of GTP binding to Rab7, primary screen, biochemical, wildtype, multiplex bead flow cytometry; 190,000 compounds, 0.055% hits; GST-Rab7 beads, fluorescent GTP binding; actives lie on both sides; untreated = 100%, excess cold GTP = 0%; GTP binding activity (percent of control), % at 10 µM;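 active = fluorescent GTP binding to Rab7 beads changed by at least 20 points from the 100% baseline, either direction, mostly lower; inconclusive = compound itself probably fluorescent, or too few beads counted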;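 note: median green fluorescence of bound Bodipy-FL-GTP per Rab7 bead population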
Rac1 mut GTP: GTP binding modulators of activated mutant Rac1, primary screen, biochemical, bead-based flow cytometry, multiplex, fluorescent GTP; percent activity (GTP binding), % at 10 µM; Ras-related C3 botulinum toxin substrate 1 (Homo sapiens), P63000; GST-Rac1 activated beads; actives lie on both sides; 100% means binding = to untreated wells; 190,000 compounds, 0.11% hits;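 active = GTP binding at least 20 percentage points away from the 100% baseline, in either direction, so actives lie on both sides; inconclusive = Compound likely fluorescent itself, or too few beads counted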
Rab2 wt GTP: modulators of GTP binding to Rab2A wildtype, primary screen, biochemical, dog, bead-based flow cytometry, multiplex | GST-Rab2 wt beads, Bodipy-GTP binding | 190,000 compounds, 0.19% hits | GTP binding activity, % at 10 µM;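 active = GTP binding activity at least 20 points away from 100%, either lowered or raised; inconclusive = signal likely due to the compound's own green fluorescence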;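 note: 0% = beads with excess unlabeled GTP and 100% = no-compound control corrected for plate trend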
Avidin bead fluor: green autofluorescence of compounds with avidin beads – biophysical, 488/530 nm, flow cytometry, artefact control, profiling panel | compound fluorescence 488/530 nm; stronger effect = higher value | fluorescence (KMESF) at 10 µM | 220,000 compounds, 0.38% hits; in the data active = fluorescence above about 47; note: inactives centre near 10
Mcl1-Noxa inh: Mcl-1/Noxa binding inhibitors, primary screen, biochemical, TR-FRET, 1536-well; Induced myeloid leukemia cell differentiation protein Mcl-1 (Homo sapiens), Q07820; TR-FRET Mcl-1/Noxa peptide binding, 2 h; 220,000 compounds, 1.5% hits; inhibition, % at 21.7 µM;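 active = compounds that cut the protein-peptide binding signal by more than 50% relative to plate controls in a single-dose test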;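 note: His-tagged Mcl-1 with rhodamine Noxa BH3 peptide and terbium anti-His antibody; 0% = Mcl-1 plus Noxa peptide wells and 100% = peptide-only wells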
Target sequence (Q07820 whole entry, looked up): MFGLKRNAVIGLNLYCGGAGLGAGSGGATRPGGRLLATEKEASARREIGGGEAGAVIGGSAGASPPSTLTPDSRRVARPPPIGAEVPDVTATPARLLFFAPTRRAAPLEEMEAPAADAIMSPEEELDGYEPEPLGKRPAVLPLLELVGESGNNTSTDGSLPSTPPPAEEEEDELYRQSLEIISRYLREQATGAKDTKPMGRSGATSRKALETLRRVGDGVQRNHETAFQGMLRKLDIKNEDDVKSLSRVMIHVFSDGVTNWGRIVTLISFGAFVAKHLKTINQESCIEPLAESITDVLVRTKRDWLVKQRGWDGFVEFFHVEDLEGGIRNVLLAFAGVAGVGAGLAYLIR
HRas wt GTP bind: modulators of GTP binding to HRas wildtype, primary screen, biochemical, bead-based flow cytometry, multiplex; GST-Ras wt beads, Bodipy-FL-GTP binding; actives lie on both sides; GTP binding activity, % at 10 µM; AID 759, 2007; 190,000 compounds, 0.14% hits;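 active = GTP binding activity at least 20% away from the 100% baseline, either lowered as inhibitor or raised as activator; inconclusive = flagged as likely green fluorescent, judged across all proteins in the well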;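 note: 0% = unlabeled GTP competition control and 100% = no-compound control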
Target sequence (P01112 whole entry, looked up): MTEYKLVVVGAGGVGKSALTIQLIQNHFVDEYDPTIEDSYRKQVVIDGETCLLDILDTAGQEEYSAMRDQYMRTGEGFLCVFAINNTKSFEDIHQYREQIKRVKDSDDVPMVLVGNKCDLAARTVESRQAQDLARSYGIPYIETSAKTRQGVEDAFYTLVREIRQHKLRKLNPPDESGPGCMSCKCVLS
Mcl1 Bid PPI: Mcl-1/Bid binding inhibitors, primary screen, biochemical, TR-FRET, 1536-well; Induced myeloid leukemia cell differentiation protein Mcl-1 (Homo sapiens), Q07820; TR-FRET Mcl-1/Bid-Dy647 peptide binding; inhibition, % at 21.7 µM; 220,000 compounds, 0.97% hits;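 active = compounds that cut the binding signal by more than half at the single screening dose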;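 note: His-tagged Mcl-1 with europium anti-His antibody binding Bid BH3 peptide; 0% = Mcl-1 plus peptide wells and 100% = peptide-only wells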
Cdc42 wt GTP: modulators of GTP binding to wildtype Cdc42, primary screen, biochemical, multiplex bead flow cytometry, Bodipy-GTP; 190,000 compounds, 0.2% hits; percent activity (GTP binding), % at 10 µM; AID 761, 2007; GST-Cdc42 beads; actives lie on both sides;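 active = percent activity GTP binding at least 20 points away from the 100% baseline, either down as inhibitor or up as activator; inconclusive = compound flagged as likely green fluorescent from well-wide comparison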;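 note: median bead fluorescence of bound Bodipy-FL-GTP at 100 nM; 0% = excess unlabeled GTP control and 100% = no compound control; below 100% means less GTP binding so inhibitor and above means activator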
Target sequence (P60953 whole entry, looked up): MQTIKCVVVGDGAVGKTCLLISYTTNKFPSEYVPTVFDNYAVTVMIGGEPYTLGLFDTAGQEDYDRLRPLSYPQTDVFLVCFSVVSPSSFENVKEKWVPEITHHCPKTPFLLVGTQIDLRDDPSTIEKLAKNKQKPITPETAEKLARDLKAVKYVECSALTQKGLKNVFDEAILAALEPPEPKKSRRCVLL
GSH fluor: compound fluorescence on glutathione beads, profiling panel, artefact control, biophysical, 488/530 nm, flow cytometry; GSH beads flow cytometry, compound fluorescence 488/530 nm; stronger effect = higher value; fluorescence (KMESF) at 10 µM; 190,000 compounds, 0.25% hits; AID 1776, 2009; in the data active = fluorescence above about 89;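 note: glutathione beads carrying GST-tagged Bcl family fusion proteins plus one bare bead set; values are compound well signal with DMSO vehicle wells as background; inactives centre near 16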
Rac1 wt GTP bind: wildtype Rac1 GTP binding modulators, primary screen, biochemical, GST-Rac1 beads, flow cytometry, multiplex; Ras-related C3 botulinum toxin substrate 1 (Homo sapiens), P63000; fluorescent GTP binding; actives lie on both sides; 0 = cold GTP competed, 100 = untreated; GTP binding activity (% of control), % at 10 µM; 190,000 compounds, 0.27% hits;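 active = GTP binding activity at least 20 points away from the 100% control level, either lower or higher; inconclusive = compound flagged as likely green fluorescent, judged across all proteins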
An asterisk follows results filed as active; ? = inconclusive; . = no result given.

SMILES	Pf gamet viab	Rab7 wt modul	Rac1 mut GTP	Rab2 wt GTP	Avidin bead fluor	Mcl1-Noxa inh	HRas wt GTP bind	Mcl1 Bid PPI	Cdc42 wt GTP	GSH fluor	Rac1 wt GTP bind
CCCCCSc1nnc2c(n1)OC(c1cccn1C)N(C(C)=O)c1ccccc1-2 (stereo not given)	.	109	100	103	9	7	103	98*	102	33	110
CN(C)c1ccc(C(=S)N2CCCCC2)cc1	.	106	97	100	12	0	99	-65	95	11	99
O=C(c1ccc(F)cc1)c1c[nH]c(C(=O)NCc2cccnc2)c1	4	100	100	100	11	-9	102	-4	101	36	106
COc1ccc(/C=C(/C(=O)Nc2ccccc2C(=O)NC(C)C)c2ccccc2)cc1	.	104	98	98	8	4	101	-16	101	8	102
Fc1ccccc1/C=C1\CCCC2=C1Nc1ncnn1C2c1ccccc1F (stereo not given)	.	100	90	95	18	16	98	-34	96	22	103
O=C(NCc1ccco1)c1cnccn1	11	102	102	102	9	13	103	-41	105	7	107
Cc1ccc(-c2n[nH]c(=S)n2/N=C/c2ccc(C)s2)cc1	-7	101	99	99	8	22	100	12	96	11	103
O=C1CCCc2c1sc1nc3n(c(=O)c21)CCCCC3	.	95	98	97	3	13	98	-10	100	17	99
Cc1ccc2c(c1)sc1nc(=O)n(-c3ccc(Cl)c(Cl)c3)c(=O)n12	-7	102	99	101	26	-7	104	-30	105	9	106
Cc1ccc(Oc2ccc(NC(=O)CSc3n[nH]c(N)n3)cc2)cc1	.	99	100	96	13	21	100	-22	101	7	101
C=CCOc1ccc(Br)cc1CNC(C)(C)CO	-2	95	98	95	10	4	98	-14	105	19	97
CN1CCN(C2=Cc3ccc(Cl)cc3Sc3ccc(F)cc32)CC1	.	96	93	97	6	41	99	10	97	19	100
CC12CCC(C(=O)N3CCN(Cc4ccccc4)CC3)(OC1=O)C2(C)C (stereo not given)	-9	94	95	96	11	-3	98	-14	98	8	104
Cn1cccc1Cc1nnc(SCC(=O)N2CCCCCC2)n1CCc1ccccc1	.	101	100	104	7	-2	103	-32	103	15	106
Cc1ccc2c(c1)-c1cc(C)nn1C(c1sccc1C)N2 (stereo not given)	14	103	99	103	9	10	104	-51	106	22	101
CCCC(=O)N1CCN(C2=NS(=O)(=O)c3ccccc32)CC1	-18	102	95	102	22	8	102	-7	102	15	101
COc1ccc(NS(=O)(=O)c2cccc(N/C(=N\S(=O)(=O)c3ccccc3)c3ccc(F)cc3)c2)cc1	3	98	100	99	7	6	101	-4	100	5	105
COCCNC(=S)N/N=C(\C)c1ccc(C)c([N+](=O)[O-])c1	.	98	101	100	3	2	101	-54	102	9	106
Cc1cc(C)cc(Oc2coc3cc(OC(=O)c4cccnc4)ccc3c2=O)c1	.	97	100	97	6	-19	95	19	95	12	99
CS(=O)(=O)N(CC(=O)N1CCN(c2ccccc2F)CC1)c1cc(C(F)(F)F)ccc1Cl	.	98	93	95	8	14	95	5	95	57	92
CC1(CC(=O)O)SC(=O)NC1=O (stereo not given)	6	97	102	105	15	1	102	1	105	16	102
COc1ccc(-n2cc(-c3ccccc3)nc2SC)cc1	1	98	99	97	5	-9	98	-8	98	10	103
C/C(Cn1nnc2ccccc21)=N\OC(=O)c1ccccc1C	15	98	98	98	7	-8	98	-11	100	10	103
O=C(NC(=S)Nc1ccc(S(=O)(=O)NC2CCCCC2)cc1)c1cccs1	-4	98	100	103	15	7	100	-6	103	13	107
COc1ccc(NC(=O)c2ccc(CN(c3cc(Cl)ccc3C)S(=O)(=O)c3ccccc3)cc2)cc1OC	.	103	101	100	28	0	103	4	104	24	107
(cont.)
SMILES	Pf gamet viab	Rab7 wt modul	Rac1 mut GTP	Rab2 wt GTP	Avidin bead fluor	Mcl1-Noxa inh	HRas wt GTP bind	Mcl1 Bid PPI	Cdc42 wt GTP	GSH fluor	Rac1 wt GTP bind
N#C/C(=N\O)c1nc2ccccc2[nH]1	.	92	97	95	6	11	94	-12	100	22	106
CCc1c(C)c(C#N)c2nc3ccccc3n2c1NCc1ccccn1	-11	100	97	99	9	-5	98	-17	101	27	99
CCN(CCCCN1C(=O)c2ccccc2C1=O)c1ccc2c(c1)C(=O)N(C)C2=O	.	100	102	100	6	48	102	-47	101	4	104
Nc1nnc(SCCOc2ccccc2)s1	.	98	99	98	31	-7	100	-10	100	25	100
Cc1ccc(-n2c(SCC(=O)NCc3ccco3)nc3sc(C)c(C)c3c2=O)cc1	.	100	95	94	22	-4	95	-11	99	14	97
S=c1[nH]nc(-c2cc3ccccc3o2)n1Cc1ccccc1	.	100	99	100	18	24	103	-2	104	24	104
CC1CN(CCCCOc2ccc3ccccc3c2)CC(C)O1 (stereo not given)	-16	101	101	101	6	35	102	8	101	10	105
O=C(O)c1ccc(N=NN2CCOCC2)cc1	12	99	99	99	9	11	100	1	102	15	100
O=C(c1ccc(CSc2ccccc2)cc1)N1CCCCCC1	.	100	101	103	6	27	103	-13	103	11	103
COc1ccc(C=Nc2cccc3ncccc23)cc1	-16	101	97	99	13	15	98	-20	98	11	103
CC(C)OC(=O)C(=O)NNc1ccccc1	8	96	98	96	6	2	97	-18	97	29	104
CSc1nc(N)c2c(n1)OC(N)=C(C#N)C2c1cccnc1 (stereo not given)	.	103	95	97	28	-11	100	-22	92	14	99
COc1cc(C2Nc3ccc4ncccc4c3C3=C2C(=O)CC(C)(C)C3)cc(OC)c1O (stereo not given)	.	97	98	99	5	27	99	-32	100	10	103
CC(C)(C)NC(=O)C(c1ccco1)N(C(=O)c1csnn1)c1ccccc1 (stereo not given)	12	98	97	97	21	8	98	-12	100	42	101
COc1ccc(Nc2ncnc3scc(-c4ccc(OC)cc4)c23)cc1	-2	98	97	99	14	5	100	-10	99	5	100
CC(C)(C)c1ccc(S(=O)(=O)NCC(=O)Nc2sc3c(c2C(N)=O)CCCC3)cc1	14	97	98	95	6	12	99	-5	97	54	99
O=C(COC(=O)CN1C(=O)c2ccccc2C1=O)Nc1ncc(Cl)cc1Cl	-10	89	92	92	17	34	94	-1	93	26	89
Cc1ccc(NC2=NCC(=O)N2Cc2ccccc2)c(C)c1	.	102	98	101	23	14	102	17	99	22	103
O=C(Nc1ccccc1)c1ccc(Cn2cc(C(F)(F)F)ccc2=O)cc1	27	?	?	?	16	7	?	-19	?	21	?
Cc1onc(-c2ccccc2)c1C(=O)Nc1ccc(S(=O)(=O)NC(C)(C)C)cc1	-9	100	97	97	10	0	96	-5	95	27	102
CCOC(=O)c1cccc(NC(=O)C2CCCN2S(=O)(=O)c2cccc3cccnc23)c1 (stereo not given)	.	100	99	103	7	-11	103	-20	103	12	106
COc1ccc(OC)c(NC(=O)c2ccc(OC3CSC3)cc2)c1	12	95	92	93	7	5	96	-4	93	20	98
O=S(=O)(c1ccc(Cl)cc1)N1CCSC1c1ccco1 (stereo not given)	-15	99	95	98	12	0	99	-73	101	51	97
O=C(/C=C/c1ccc(Br)cc1)N1CCN(c2cccc(C(F)(F)F)c2)CC1	.	102	97	96	13	-4	97	61*	97	20	98
CC(=O)N1N=C(c2ccc(C)cc2)OC1c1ccc(Br)cc1 (stereo not given)	4	96	100	99	9	1	99	-8	100	12	98
Continued.
SMILES	Pf gamet viab	Rab7 wt modul	Rac1 mut GTP	Rab2 wt GTP	Avidin bead fluor	Mcl1-Noxa inh	HRas wt GTP bind	Mcl1 Bid PPI	Cdc42 wt GTP	GSH fluor	Rac1 wt GTP bind
O=C(Cc1c[nH]c2ccccc12)Nc1cccc(S(=O)(=O)N2CCCCC2)c1	.	102	97	99	10	37	98	-53	97	16	98
COc1ccc(-c2nc(C#N)c(NCc3ccc(F)cc3)o2)cc1OC	.	102	98	102	37	5	101	-34	102	10	101
C=CCN1C(=O)C(O)(CC(=O)c2ccccc2)c2ccccc21 (stereo not given)	-23	94	97	99	17	-3	97	-33	95	49	98
Cn1ccc(NC(=O)Nc2ccc(Cl)cc2Cl)n1	2	98	96	100	11	0	99	-3	100	24	107
Cc1cccc(NC(=O)COC(=O)c2ccc3c(c2)OCO3)c1C	-41	102	98	98	9	6	98	-21	98	17	98
COc1ccccc1-n1c(-c2cccnc2)n[nH]c1=S	.	103	103	105	8	12	105	-44	108	55	103
Cc1nn(-c2ccccc2)c(C)c1NS(=O)(=O)c1ccccc1	.	102	100	101	8	-4	101	-27	101	19	100
Cc1cccc(S(=O)(=O)N/N=c2\sc3ccccc3n2C)c1	12	106	98	98	6	-26	99	-4	96	23	100
COCCCn1c(SCC(=O)Nc2ccc(C(=O)OC)cc2)nc2ccccc2c1=O	-12	96	96	96	8	23	97	10	98	36	96
COC(=O)c1c(NC(=O)C2CCC2)sc(C(=O)N(C)C)c1C	.	100	97	101	12	22	99	8	100	34	102
COc1ccccc1Cn1cccc1C=O	.	106	97	100	12	-3	101	-3	98	32	101
C=CCNC(=O)NC(=O)COC(=O)C(C)Oc1ccc(Cl)cc1Cl (stereo not given)	5	105	97	100	12	5	100	-4	99	66	101
COc1nc(N(C)S(=O)(=O)c2ccc(C)cc2)nc(C)c1Cl	-13	97	100	96	8	8	99	-11	101	9	107
O=[N+]([O-])c1cc(C(F)(F)F)ccc1NCCNC(=S)Nc1ccc(Cl)cc1	6	101	99	102	7	5	103	-65	103	27	102
CCN1CCS/C1=C\C=C\C1=[N+](CC)CCS1	32	100	96	97	3	18	98	3	97	11	100
Cc1cccc(N=Cc2cc(Br)cc(Cl)c2O)c1	6	100	91	96	12	3	95	-22	89	9	90
CCCCP(=O)(CCCC)Cc1ccccc1	.	106	99	104	22	-18	102	-22	103	36	107
Cc1ccccc1NC(=O)C1CCCN(S(=O)(=O)c2cccc3cccnc23)C1 (stereo not given)	.	101	100	97	12	4	100	-15	98	20	103
COc1ccc(CC(=O)Nc2ccc(-c3nnc(-c4ccc(C)cc4)o3)cc2)cc1	.	97	101	102	34	26	102	32	97	16	106
CN(C)CCn1c(=S)[nH]c2ccc(Cl)cc2c1=O	-34	96	100	96	6	9	97	-81	99	18	101
COC(=O)N/N=C/c1cc(Cl)cc(Cl)c1OCc1ccccc1	15	102	99	99	16	9	99	-11	98	12	102

Source: PubChem BioAssay
